Compound activity (PubChem)
XBP1 UPR activ = adaptive UPR (XBP1) activation; 330,000 compounds, 0.33% hits; activation, % at 20 µM; CHO-XBP1 luciferase reporter, IRE1-XBP1 UPR activation, luminescence; percent of tunicamycin response, DMSO as zero; AID 463104;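 active = versus positive control, 20 µM dose yields 30% or more activation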;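 note: 100% = tunicamycin at 10 µg/mL and 0% = DMSO only wells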
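Material: CHO cell line with stable XBP1 luciferase reporter; buffer or medium: F12 medium containing 10% fetal bovine serum; compound: single point, 20 µM final compound, 1% DMSO; incubation: 6 h treatment, 37 °C; measured by: glow luminescence from Steady-Glo reagent; evaluation: activation, % of tunicamycin; control set: tunicamycin high, DMSO low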
697 NFkB inh = lowers PMA/ionomycin-induced NF-kB signal in 697 B cells; 697 B-cell NF-kB luciferase reporter, 16 h; inhibition, % at 4 µM; 330,000 compounds, 0.33% hits; AID 435022; in the data active = inhibition above about 35%
tim10-1 inh = tim10-1 yeast growth inhibition; S. cerevisiae tim10-1 ts strain growth, BacTiter-Glo, 24 h; inhibition, % at 20 µM; 330,000 compounds, 2.2% hits;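 active = inhibition of at least 40%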;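 note: mutant grown at 25 °C; 0% = DMSO wells with yeast and 100% = wells holding no yeast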
UPR CHOP act = activators of apoptotic arm of unfolded protein response (CHOP); CHO-CHOP luciferase reporter, UPR activation, luminescence; percent of tunicamycin response over DMSO baseline; activation, % at 10 µM; 330,000 compounds, 0.34% hits; AID 449763;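 active = at 10 µM dose, activation of 40% or more, normalized to positive control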;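 note: 100% = tunicamycin at 10 µg/mL and 0% = DMSO alone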
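measured by = luciferase luminescence | assay system = CHO-CHOP cells, stable luciferase reporter of PERK-eIF2a-CHOP signalling | amount = 500 reporter cells seeded per well | timing = 6 h compound exposure at 37 °C after overnight seeding | controls = positive tunicamycin 10 µg/mL, negative DMSO alone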
Mdm2-MdmX inh = inhibitors of human Mdm2/MdmX interaction; 330,000 compounds, 3% hits; inhibition, % at 8 µM; SaOS-2 split-luciferase Mdm2/MdmX complementation, luminescence; O15151+Q00987;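 active = inhibition of at least 50% at 8 µM in the primary screen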
Target sequence (O15151 whole entry, looked up): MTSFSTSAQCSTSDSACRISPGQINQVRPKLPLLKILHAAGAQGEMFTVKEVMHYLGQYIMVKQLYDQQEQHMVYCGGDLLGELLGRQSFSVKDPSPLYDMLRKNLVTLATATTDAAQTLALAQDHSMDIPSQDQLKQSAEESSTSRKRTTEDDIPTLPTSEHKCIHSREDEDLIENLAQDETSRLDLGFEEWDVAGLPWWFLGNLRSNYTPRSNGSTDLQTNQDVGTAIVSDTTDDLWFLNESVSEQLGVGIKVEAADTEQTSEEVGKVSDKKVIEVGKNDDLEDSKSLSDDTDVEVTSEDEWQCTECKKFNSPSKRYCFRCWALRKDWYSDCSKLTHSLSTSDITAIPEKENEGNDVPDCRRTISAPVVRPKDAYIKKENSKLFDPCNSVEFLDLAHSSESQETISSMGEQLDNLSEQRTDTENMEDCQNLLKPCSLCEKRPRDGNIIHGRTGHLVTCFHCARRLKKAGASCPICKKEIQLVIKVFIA
Target sequence (Q00987 whole entry, looked up): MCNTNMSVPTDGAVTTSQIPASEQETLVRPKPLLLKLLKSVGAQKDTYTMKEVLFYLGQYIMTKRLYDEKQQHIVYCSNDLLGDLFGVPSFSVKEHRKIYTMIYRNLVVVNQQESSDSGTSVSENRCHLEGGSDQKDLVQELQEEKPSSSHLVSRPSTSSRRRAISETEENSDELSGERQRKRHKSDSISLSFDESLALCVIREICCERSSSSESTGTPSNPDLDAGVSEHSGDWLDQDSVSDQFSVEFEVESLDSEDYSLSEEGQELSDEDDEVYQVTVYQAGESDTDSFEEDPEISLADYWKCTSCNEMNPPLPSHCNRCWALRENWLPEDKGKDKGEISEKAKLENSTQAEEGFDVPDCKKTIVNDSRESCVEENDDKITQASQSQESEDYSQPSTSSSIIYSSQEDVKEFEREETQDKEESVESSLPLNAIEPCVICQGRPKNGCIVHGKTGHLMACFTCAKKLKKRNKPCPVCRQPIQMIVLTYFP
TIM10 inh = TIM10 yeast growth inhibition; S. cerevisiae TIM10 strain growth, BacTiter-Glo luminescence, 24 h; inhibition, % at 10 µM; 330,000 compounds, 1.4% hits; AID 463195;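 active = inhibition of 40% or more at the single tested concentration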;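 note: wild-type TIM10 isogenic control strain grown at permissive 25 °C; 0% = DMSO yeast wells and 100% = minimal medium wells without yeast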
tim23-1 inh = inhibits growth of tim23-1 mutant yeast. inhibition, % at 20 µM. S. cerevisiae tim23-1 growth, BacTiter-Glo luminescence, 24 h. 330,000 compounds, 1.3% hits;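 active = growth inhibition of the mutant yeast at or above 50%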;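 note: temperature-sensitive mutant grown at 25 °C; plate controls were DMSO-treated mutant yeast for no effect and medium wells lacking yeast for full effect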
Jurkat NFkB inh = inhibitors of the PMA/ionomycin-induced NF-kB reporter in Jurkat cells. PMA/ionomycin-induced NF-kB luciferase reporter, luminescence. inhibition, % at 4 µM. 330,000 compounds, 0.53% hits. AID 435003; in the data active = inhibition above about 50%
* hit, by the source's call.

SMILES	XBP1 UPR activ	697 NFkB inh	tim10-1 inh	UPR CHOP act	Mdm2-MdmX inh	TIM10 inh	tim23-1 inh	Jurkat NFkB inh
CC1(C)Cc2c(c(-c3ccco3)nc3sc4c(NCCO)ncnc4c23)CO1	6	-15	22	1.1	23	23	3	-16
CC1=Cc2ccccc2C(C#N)N1C(=O)c1ccccc1 (centres undefined)	-3	-11	6	-0.2	27	8	19	-2
O=C(c1ccco1)N1CCN(C23CC4CC(CC(C4)C2)C3)CC1	-6	14	7	0.4	10	-1	6	-2
O=C(NCC1CC1)[C@@H]1C[C@H]1[C@@H](NP(=O)(c1ccccc1)c1ccccc1)c1ccccc1	-1	14	-6	-1.9	14	1	12	4
Cc1nonc1OCCNCc1c(C(=O)N(C)C)nc2ccc(Cl)cn12	-2	13	9	-0.3	17	0	5	4
COC(=O)[C@H](C)NC(=O)Nc1cccc(Br)c1	-2	8	-19	2.4	16	6	-8	-12
CCN(CC)CCNc1ccc(CO)c2sc3ccccc3c(=O)c12	-6	-11	39	-1.1	47	17	16	-27
Cc1cc(C)c2c(-n3cccc3)c(C(=O)NNS(=O)(=O)c3ccc(F)cc3)sc2n1	0	1	37	0.1	21	18	38	18
Cc1ccc(SCC(=O)NNC(=O)CCS(=O)(=O)c2ccccc2)cc1	-2	21	-11	-0.6	-8	-1	-4	0
C/C(=N/OC(=O)c1ccc(F)cc1)c1ccc(C)cc1	-2	9	0	1.8	2	4	0	9
N#C/C(=C\c1cc([N+](=O)[O-])c(N2CCOCC2)cc1N1CCOCC1)c1nc2ccccc2[nH]1	10	16	29	1.4	49	15	4	-9
CCOC(=O)N1CCN(CC(O)COc2c(C)cc(C)cc2C)CC1 (centres undefined)	-4	6	8	0.2	-4	-8	4	7
CC(=O)N1c2ccc(S(=O)(=O)N3CCC(C(=O)Nc4cc(C)ccn4)CC3)cc2CC1C (centres undefined)	-5	2	-10	-0.6	15	6	-4	23
COc1cccc(CN(C)C(=O)c2ccc(N3CCCC3)c([N+](=O)[O-])c2)c1	-3	11	30	0.4	6	-4	32	-4
COc1ccc(C(=O)OCC2CC(c3ccccc3)N(C)O2)cc1 (centres undefined)	-1	5	1	-1.1	16	5	28	13

Not a retest: three of the compounds above.
SMILES	XBP1 UPR activ	697 NFkB inh	tim10-1 inh	UPR CHOP act	Mdm2-MdmX inh	TIM10 inh	tim23-1 inh	Jurkat NFkB inh
COC(=O)[C@H](C)NC(=O)Nc1cccc(Br)c1	-2	8	-19	2.4	16	6	-8	-12
CCN(CC)CCNc1ccc(CO)c2sc3ccccc3c(=O)c12	-6	-11	39	-1.1	47	17	16	-27
Cc1cc(C)c2c(-n3cccc3)c(C(=O)NNS(=O)(=O)c3ccc(F)cc3)sc2n1	0	1	37	0.1	21	18	38	18

More compounds follow.
SMILES	XBP1 UPR activ	697 NFkB inh	tim10-1 inh	UPR CHOP act	Mdm2-MdmX inh	TIM10 inh	tim23-1 inh	Jurkat NFkB inh
COc1ccc(Cl)cc1NC(=O)CN(C)C(=O)c1cc2ccccc2cc1O	-1	5	30	1.4	38	22	42	-6
Cc1ccc(CN2CCN(c3ccccc3)CC2)o1	-2	10	5	1.0	27	-4	13	8
Cc1ccc(NC(=O)c2nc[nH]c2C(=O)NCCCCCCNC(=O)c2[nH]cnc2C(=O)Nc2ccc(C)cc2)cc1	10	6	12	3.3	70*	3	16	9
CCN(CC)C(=O)c1cc2cc([N+](=O)[O-])ccc2s1	-3	7	-4	1.7	5	4	14	7
CC(C)=CCc1cc(-c2oc3cc(O)cc(O)c3c(=O)c2O)ccc1O	2	6	8	0.9	8	-34	51*	-6
COc1ccc(C(C)=O)cc1CSc1nc(C)cc(C)n1	1	10	28	0.6	10	-9	12	-2
CC1CCN(C(=O)CCc2ccc(S(=O)(=O)NC(C)C)cc2)CC1	-1	-17	16	1.8	22	22	21	0
C/C(Cc1ccccc1)=N\NC(=O)CNC(=O)c1ccc(Cl)cc1	0	-2	-26	0.0	17	-18	-2	-7
O=C(c1ccccc1)c1ccc2ccccc2n1	1	-27	17	2.9	-4	-16	10	-33
O=C(CSc1nnc(-c2ccc(O)cc2)o1)Nc1cccc(O)c1	1	-17	26	-0.1	-99	-3	16	-106
O=C(CCc1nnc(Cc2ccc(-c3ccccc3)cc2)o1)NCCc1ccccn1	-3	-4	11	0.5	-14	22	14	1
CCCCC(=O)Nc1nnc(SCC(=O)N2CCN(c3ccccc3OC)CC2)s1	-3	-24	8	-2.7	-4	-21	16	-22
Cc1ccc(NC(=O)CC(=O)Nc2ccc(C)c(C)c2)cc1C	-7	1	-37	-0.9	13	-5	0	12
Cc1n[nH]c(C)c1S(=O)(=O)N1CCC(C(=O)Nc2cccc(F)c2)CC1	-4	-5	-15	0.6	3	-1	-4	-8
CC(C)N1CCc2c(sc(NC(=O)c3ccco3)c2C(N)=O)C1	-5	-20	2	2.0	16	-3	-1	-5
C[C@@]12C(=O)N(Cc3ccco3)CC(=O)N1[C@H]1c3ccccc3OC[C@@H]1[C@@H]2c1ccccc1	2	-9	6	-1.2	-3	8	31	0
COc1ccccc1CNC(=O)CSc1nc(=O)n(Cc2ccncc2)c2c1CCC2	-1	0	-11	-0.9	7	4	12	4
CN(CCO)C(=O)C1CCN(c2ncc(C(F)(F)F)cc2Cl)CC1	-2	-12	0	-1.3	24	-3	18	-9
COC(=O)c1ccn(-c2nc(-c3ccco3)cc(C(F)(F)F)n2)n1	1	-3	18	-1.1	1	9	8	4
Cc1c(C(=O)N2CCC(Cc3ccccc3)CC2)sc2ncnc(N3CCC(C)CC3)c12	-4	-14	34	-2.2	19	20	34	-11
O=C(Nc1ccc(Cl)c(Cl)c1)Nc1cc(C(=O)N2CCOCC2)ccc1N1CCCCC1	-1	1	2	3.1	33	4	6	17
NC(=S)N1CCCc2ccccc21	4	21	10	1.7	14	1	-20	0
CC(=O)N1CCN(c2ccc(NCc3ccc(C(C)C)cc3)cc2)CC1	0	-49	34	-0.7	-3	11	24	4
O=C(NCCCNC(=O)c1ccccn1)c1ccc(Br)cc1	-3	22	2	0.1	-4	-6	9	29
CN(CC(=O)OCC(N)=O)S(=O)(=O)c1ccc(Cl)cc1	1	2	8	0.2	1	40*	4	8
O=S(=O)(O)CCS	-9	-9	-28	1.1	-3	12	-4	4
CCOc1ccc(NC(=O)CSCC(=O)O)cc1	-4	18	7	-1.1	1	4	-3	-5
COc1ccc(C(=O)Cc2cc(OC)c(OC)cc2[N+](=O)[O-])cc1	4	-25	-16	3.0	5	10	6	-17
Cc1[nH]c2c(Cl)cccc2c(=O)c1CN1CCCC1	1	9	17	-1.3	16	-6	-8	-1
CN(CCCN1CCOCC1)C(=O)c1cc(COc2cccc(C(F)(F)F)c2)on1	-4	-25	12	0.5	2	-7	8	-6
CSc1ncccc1C(=O)Nc1cccc(S(=O)(=O)N2CCCCC2)c1	-3	5	13	-0.7	30	13	22	-14
NC(=O)CCCn1c(C(=O)c2cc(Cl)c(N)c(Cl)c2)c2ccc([N+](=O)[O-])cc2[n+]1[O-]	2	-314	22	-1.1	47	16	18	25
CCCS(=O)(=O)C/C(N)=N/OC(=O)c1ccccc1Cl	-1	-27	12	1.8	-7	13	7	-6
CC(=O)Nc1ccc2nc(-c3ccc(Br)o3)[nH]c2c1	0	-19	-26	3.1	-13	5	0	-41
Cc1ccccc1NS(=O)(=O)c1ccc(NC(=O)CSCc2ccc(Br)cc2)cc1	-6	-8	37	1.5	12	41*	45	4
O=C(COC(=O)c1cnccn1)NCCc1ccccc1	-1	21	-15	-2.8	-29	5	7	-13
COc1ccc(N(C(=O)Cn2nnc(-c3ccc(F)cc3)n2)C(C)C(=O)NC2CCCC2)cc1 (centres undefined)	-4	6	5	0.0	19	18	15	4
O=C(CSc1ncn[nH]1)NCc1ccccc1Cl	-1	5	9	2.0	15	-8	11	-5
O=C(CN1C(=O)C2CC=CCC2C1=O)Nc1ccc(S(=O)(=O)N2CCOCC2)cc1 (centres undefined)	-2	-1	6	0.5	-8	3	12	-2
O=c1o[nH]c(-c2ccccc2)c1C=Nc1ccc(Cl)cc1	2	17	7	2.3	-24	9	19	19
CC(C)Sc1nc2ccccc2n1CC(N)=O	-2	17	5	-0.6	0	10	12	-4
CCOc1ccc(C(C(=O)NC2CCCCC2)N(C(=O)c2csnn2)C2CC2)cc1 (centres undefined)	1	-6	-4	0.9	5	-3	19	-4
CC(C)(C)NC(=O)C(c1cccs1)N(Cc1cccs1)C(=O)c1csnn1 (centres undefined)	1	10	18	2.2	17	11	21	7
Cc1ccc(-c2cccc(NC(=O)C3C4C=CC(C4)C3C(=O)O)c2)o1 (centres undefined)	-6	-3	20	-0.9	21	9	28	13
Brc1ccc(-c2csc(/N=C/N3CCOCC3)n2)cc1	13	-108	26	6.1	-34	11	15	-66

An excerpt of these results, with two lines to a compound:
Second line of a record – XBP1 UPR activ	697 NFkB inh	tim10-1 inh	UPR CHOP act	Mdm2-MdmX inh	TIM10 inh	tim23-1 inh	Jurkat NFkB inh
- O=c1o[nH]c(-c2ccccc2)c1C=Nc1ccc(Cl)cc1
    2	17	7	2.3	-24	9	19	19
- CC(C)Sc1nc2ccccc2n1CC(N)=O
    -2	17	5	-0.6	0	10	12	-4
- CCOc1ccc(C(C(=O)NC2CCCCC2)N(C(=O)c2csnn2)C2CC2)cc1 (centres undefined)
    1	-6	-4	0.9	5	-3	19	-4
- CC(C)(C)NC(=O)C(c1cccs1)N(Cc1cccs1)C(=O)c1csnn1 (centres undefined)
    1	10	18	2.2	17	11	21	7
- Cc1ccc(-c2cccc(NC(=O)C3C4C=CC(C4)C3C(=O)O)c2)o1 (centres undefined)
    -6	-3	20	-0.9	21	9	28	13

Following part
SMILES	XBP1 UPR activ	697 NFkB inh	tim10-1 inh	UPR CHOP act	Mdm2-MdmX inh	TIM10 inh	tim23-1 inh	Jurkat NFkB inh
COc1ccc([C@@H](C)NC(=O)CCc2nnc(-c3cc(C)on3)o2)cc1	-2	0	9	-0.6	2	-13	11	-15
C[C@]12CC[C@H](OC(=O)CCC(=O)O)CC1=CCC1C2CC[C@@]2(C)C1CC[C@@H]2N (some centres undefined)	1	-15	12	-0.2	16	-1	4	-15
Fc1ccccc1N=C1Nc2cccc3cccc1c23	7	2	7	1.5	2	5	4	-10
Cc1cccc(NS(=O)(=O)c2ccc3[nH]c(=O)cc(C(=O)OC(C)C(=O)Nc4ccc([N+](=O)[O-])cc4)c3c2)c1 (centres undefined)	-6	14	13	1.5	7	3	4	5
O=C(NCCC1=CCCCC1)C1CCCN(S(=O)(=O)c2cccc3cccnc23)C1 (centres undefined)	-2	0	23	-0.1	4	16	29	-3
CCN(C(=O)CN1C(=O)NC(c2ccccc2)(c2ccc(C)c(C)c2)C1=O)C1CCCCC1 (centres undefined)	10	44*	4	3.4	38	19	9	29
CC1(C)CC(=O)c2c(O)c(-c3ccccc3)c(=O)n(-c3ccccc3)c2C1	-2	-77	15	4.1	24	18	16	41
Cc1cc(C)n(-c2nc(SCC(=O)Nc3nccs3)c3c4c(sc3n2)COC(C)(C)C4)n1	0	8	-16	-0.2	42	12	-2	-1
CCc1nc2ccccc2c(C(=O)Oc2cccc3cccnc23)c1C	13	-21	23	3.2	21	29	2	-4
CCCCN1C(=O)C(=O)N(CC(=O)Nc2ccc(C(N)=O)cc2)C1=O	-1	13	6	1.7	-5	-6	5	6
c1ccc2c(c1)oc1c(Nc3ccc4c(c3)OCCO4)ncnc12	1	-196	16	1.5	5	5	10	-166
CCCCNCc1ccc(OCc2ccc(Cl)nc2)c(OC)c1	1	10	3	-0.6	4	-8	20	-3
COc1ccc(CN2CC(C(=O)NCC3CCCO3)CC2=O)cc1 (centres undefined)	0	-1	2	-1.5	-22	23	13	-14
CC(C)(CO)NCc1ccccc1OCC(=O)Nc1ccccc1	0	5	-3	0.4	4	-1	8	-25
